S2 tox – reduces viability in counter-screen for ATXN expression inhibitors. 400,000 tested, 0.49% active. AID 651635. S2 cells (HEK-293 line with an ATXN2-luciferase reporter) viability, CellTiter-Fluor protease fluorescence, 24 h. Potency, µM (doses to about 56.7 µM), most hits filed as cytotoxic; also: potency is read from the fitted curve at half-maximal effect; nearly all actives have a fitted effect of over 40% in size
ATXN2 expr inh – ATXN2 expression inhibition; HEK-293 ATXN2-luciferase reporter, luminescence, 24 h; 360,000 tested, 0.72% active; Potency, µM (series often up to 57 µM), inactives show at the top dose activity change, negative = inhibition, actives largely listed as inhibitors; AID 1745845; also: potency is read from the fitted curve at half-maximal effect; % is scaled to controls: 0 for no effect and ±100 for the full control effect; nearly all actives have a fitted effect of over 55% in size
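qHTS (up to 57 uM final) was run with 24 h compound exposure of reporter cells at 37 °C. Each well was multiplexed: SteadyGlo luminescence measured ATXN2-luciferase expression after a fluorogenic Gly-Phe-AFC viability readout (25 uM final).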
A549 viability – counter-screen for Nrf2 inhibitors: cytotoxicity in A549 cells; A549 ARE-Fluc cells, CellTiter-Fluor viability, 18-24 h; Potency, µM (highest dose often 46 µM), without a hit: top-dose activity change, negative = cytotoxicity, usual class: inhibitors; 390,000 tested, 0.16% active; AID 504648; also: potency is read from the fitted curve at half-maximal effect; % is scaled to controls: 0 for no effect and ±100 for the full control effect
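Cytotoxicity counterscreen: CellTiter-Fluor fluorescence was measured in A549 ARE_Fluc cells after 18-24 h of compound exposure in a concentration series. The subsequent BugLite luminescent read reports ARE-luciferase activity.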
EPAC2 ag – agonists of human EPAC2 (RAPGEF4); EPAC2 activation, biochemical qHTS; response scale: 100% = 6.5 mM cAMP response; Potency, µM (doses to about 154 µM), inactives show at the top dose activation, actives largely listed as activators; 360,000 tested, 0.079% active; also: potency is read from the fitted curve at half-maximal effect; nearly all actives have a fitted effect of over 50% in size
Target sequence (Q8WZA2 whole entry, looked up): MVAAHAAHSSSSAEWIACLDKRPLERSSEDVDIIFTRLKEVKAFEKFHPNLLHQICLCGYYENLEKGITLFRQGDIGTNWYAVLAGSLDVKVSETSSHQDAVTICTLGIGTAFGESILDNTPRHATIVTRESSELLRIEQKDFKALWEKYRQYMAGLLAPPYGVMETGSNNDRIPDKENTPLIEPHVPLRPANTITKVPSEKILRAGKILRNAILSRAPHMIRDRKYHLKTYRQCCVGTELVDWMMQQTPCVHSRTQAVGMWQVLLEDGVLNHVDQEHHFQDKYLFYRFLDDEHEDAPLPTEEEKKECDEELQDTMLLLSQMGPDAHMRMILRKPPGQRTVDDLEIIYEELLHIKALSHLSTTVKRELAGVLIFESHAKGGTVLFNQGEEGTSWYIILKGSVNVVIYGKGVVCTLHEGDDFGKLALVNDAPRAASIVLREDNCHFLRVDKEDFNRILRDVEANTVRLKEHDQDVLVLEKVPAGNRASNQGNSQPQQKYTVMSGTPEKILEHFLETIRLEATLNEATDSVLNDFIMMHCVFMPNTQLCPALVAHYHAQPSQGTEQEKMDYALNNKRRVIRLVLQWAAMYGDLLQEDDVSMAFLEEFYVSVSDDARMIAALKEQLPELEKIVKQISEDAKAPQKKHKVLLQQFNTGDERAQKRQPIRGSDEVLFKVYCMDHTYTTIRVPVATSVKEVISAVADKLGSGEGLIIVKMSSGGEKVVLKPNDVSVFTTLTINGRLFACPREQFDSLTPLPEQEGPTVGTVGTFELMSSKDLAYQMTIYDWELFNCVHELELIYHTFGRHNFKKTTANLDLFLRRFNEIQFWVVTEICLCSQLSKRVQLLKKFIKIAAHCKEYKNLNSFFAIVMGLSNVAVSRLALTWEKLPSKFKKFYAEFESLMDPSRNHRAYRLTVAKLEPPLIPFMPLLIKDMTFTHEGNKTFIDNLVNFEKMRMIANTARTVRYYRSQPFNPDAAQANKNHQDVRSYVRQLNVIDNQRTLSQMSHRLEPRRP
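qHTS, titration series. 100 nM EPAC2 / 250 nM Rap1B-BODIPY-GDP / 50 uM GDP; RT; ex 480/em 540 nm, 5-min reads to 30 min. Norm. to 6.5 mM cAMP = activation.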
IL-2 act – activates IL-2 in a cell-based reporter assay; activation, % (series mostly up to about 46 µM); AID 652025; 360,000 tested, 0.065% active; IL-2 activation reporter assay, cell-based qHTS; stimulated with anti-CD3/CD4/CD28 beads; in transgenic mouse T cells; in the data active = activation above about 50%; inconclusive = mostly about 30% to 49%; also: 0% is about no effect
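First, unstimulated transgenic mouse T cells were exposed to compound for 60 min. Next, anti-CD3/anti-CD4-coated beads with anti-CD28 were added. Finally, after 18 h at 37 degrees C, EGFP and DsRed were imaged.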
Nrf2 block – inhibitors of Nrf2 signaling | Potency, µM (series often up to 46 µM), without a hit: top-dose activity change, negative = inhibition, actives largely listed as inhibitors | AID 504444 | 360,000 tested, 2.1% active | A549 ARE-Fluc reporter, luciferase luminescence, 18-24 h; also: potency is read from the fitted curve at half-maximal effect; % is scaled to controls: 0 for no effect and ±100 for the full control effect; nearly all actives have a fitted effect of over 60% in size
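Reporter: ARE-Fluc in A549. Exposure: 18-24 h, 37 °C, 5% CO2, 5% FBS OPTI-MEM. Readouts: fluorescent cytotoxicity (CellTiter-Fluor), then luminescent Nrf2 signal after BugLite.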
TGFb SMAD3 inh – inhibitors of TGF-b signaling; HepG2 CAGA-GFP TGF-b/SMAD3 reporter, GFP fluorescence, 18 h; TGF-beta stimulated, 500 pg/mL final; Potency, µM (highest dose often 46.1 µM), without a hit: top-dose activity, negative = inhibition, most hits filed as inhibitors; 410,000 tested, 1.2% active; AID 588855; also: potency is read from the fitted curve at half-maximal effect; % is scaled to controls: 0 for no effect and ±100 for the full control effect; nearly all actives have a fitted effect of over 65% in size
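Cell-based qHTS in HEPG2 carrying a CAGA-GFP Smad reporter; compounds added before 500 pg/mL final TGF-beta, 18 h incubation at 37 degrees C, GFP fluorescence quantified per cell by imaging cytometry.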
Nrf2 ARE act – activators of Nrf2 (ARE) signaling | AREc32 ARE-luciferase reporter (MCF7-derived line), luminescence, 24 h | Potency, µM (top dose mostly 46.1 µM), inactives show at the top dose activation, hits mostly activators | 410,000 tested, 0.31% active | AID 624171; also: potency is read from the fitted curve at half-maximal effect; % of control where 0% means no effect; nearly all actives have a fitted effect of over 65% in size
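AREc32_Fluc, 1000 cells/well, OPTI-MEM + 5% FBS, o/n 37 deg C 5% CO2; 23 nL cpd by pin tool, 24 hr; Steady-Glo 30 min RT, luminescence.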
HepG2 tox – kills HepG2 cells in TGF-b inhibitor counter-screen; AID 588856; 410,000 tested, 0.76% active; HepG2 CAGA-GFP viability, ATP luminescence, 18 h; Potency, µM (doses to about 46.1 µM), for the others: at the highest dose activity change, negative = cytotoxicity, actives largely listed as cytotoxic; also: potency is read from the fitted curve at half-maximal effect; some results filed as inactive show a strong effect at the top dose
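CellTiter-Glo luminescence gave cytotoxicity after 18 hours at 37 degrees C. The cells were HepG2 CAGA-GFP in 1% FBS DMEM, stimulated with 500 pg/mL TGF-beta after compound addition. %Activity was normalised to no-cell wells (complete cell-killing) and DMSO (no toxicity), and curves were fitted and classified.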
Active calls of the source: *; i = inactive; ? = inconclusive; . = not tested or not shown; & = joins results of further samples; [ ] = dose if it differs, or a comment. Unless noted, calls follow the shape of the dose curve; as a rule, active = well fitted curve in the direction sought with a large enough effect; inconclusive = small, poorly fitted or top-dose-only effect, or another doubt; inactive = no such curve, though single readings can be large; an effect the other way counts as inactive or inconclusive.

SMILES	S2 tox	ATXN2 expr inh	A549 viability	EPAC2 ag	IL-2 act	Nrf2 block	TGFb SMAD3 inh	Nrf2 ARE act	HepG2 tox
O=C(CSc1nnc(Cc2ccccc2)o1)Nc1ccccc1	i	-5%	6%	2%	2.5	1%	-2%	0.3%	4%
COc1ccc(C(=O)NNc2cc(C)nc(NNC(=O)c3ccc(OC)cc3)n2)cc1	i	-2%	6%	1%	-2.1	0%	1%	3.1%	-8%
COc1ccc(Cc2c(-c3ccc(F)cc3)nc3c(C)cc(Br)cn23)c(C)c1	i	2%	.	1%	0.6	.	?	8.9%	-34%
O=C(CCc1nnc(CCCc2ccccc2)o1)NCCCC1CCCC1	i	43%[activator]	-6%	2%	0.2	?	-1%	3.8%	-3%
CCn1c(=S)sc2c(=O)n(CC(=O)Nc3cccc(Br)c3)c(C)nc21	i	.	0%	4%	-0.6	1%	?	4.9%	-68%
CCC(C)[C@H](N)c1cn([C@@H](Cc2ccc(O)cc2)C(=O)N2CCNCC2)nn1 (stereo not given in full)	i	-3%	0%	5%	0.0	-6%	7%	-0.2%	6%
Cc1ccc2c(=O)cc(C(=O)Nc3c(C(=O)c4ccccc4)oc4ccccc34)oc2c1C	i	2%	6%	.	.	11%	-2%	-0.4%	-8%
Cn1c2ccccc2c2cc(C(=O)NNS(=O)(=O)c3ccc(F)cc3)sc21	i	-1%	-6%	17%	-0.6	-25%	-8%	3.8%	-25%
COc1cc(CC(=O)OCC(=O)c2c[nH]c3ccccc23)cc(OC)c1OC	i	-19%	-2%	19%	0.2	17%	3%	5.4%	-7%
O=C(CCNC(=O)Cn1ccc2ccccc2c1=O)NCc1ccccn1	i	.	4%	9%	0.5	9%	-6%	-0.6%	-11%
O=C(N/N=C1\CC(c2ccccc2)Oc2ccccc21)c1ccc(O)cc1 (stereo not given)	i	-11%	-1%	16%	-0.7	0%	-28%	3.0%	-19%
COc1ccc(OC)c(NC(=O)CSc2nnc(-c3ccco3)o2)c1	i	-10%	0%	-6%	-2.2	-4%	-7%	-0.1%	-3%
CCc1sc(C(=O)Nc2ccc3c(c2)OCO3)cc1C	i	70%[activator]	-17%	15%	0.8	?	?	4.9%	-3%
COc1ccc([C@H]2CC(=O)C=C(c3ccc(OC)c(OC)c3)C2)cc1	i	3%	14%	3%	-1.7	0%	12%	0.1%	-1%
COCC(=O)OCC(=O)Nc1cc([N+](=O)[O-])ccc1Cl	i	.	0%	6%	-3.2	?	2%	0.2%	-1%
CN(C)S(=O)(=O)c1ccc(N2CCCC2)c(C(=O)N2CCN(S(=O)(=O)c3ccc(F)cc3)CC2)c1	i	-9%	8%	-4%	-1.1	-14%	-1%	2.3%	-19%
COc1ccc(-n2ncc3c2CC(C)(C)CC3NC(=O)CCN2CCCCC2=O)cc1 (stereo not given)	i	-12%	0%	1%	1.0	-22%	-10%	0.2%	-4%
Cc1nnc(NC2=NCCC2)s1	i	6%	4%	7%	1.1	8%	-1%	-0.2%	-10%
COc1cc(CN2CCCC(C(=O)c3ccc4c5c(cccc35)CC4)C2)cc(OC)c1O (stereo not given)	i	?	8%	4%	-0.7	14%	?	4.9%	-38%
CCN(CC)CCCC(C)n1c2nc(=O)[nH]c(=O)c-2nc2cc(Cl)ccc21 (stereo not given)	.	?	-5%	100µM*	1.3	21µM*	?	-2.7%	-107%
CCOc1ccccc1C1C(C#N)=C(N)Oc2n[nH]c(CC)c21 (stereo not given)	i	-4%	6%	6%	-1.2	2%	-4%	4.5%	-15%
CCC(=O)c1ccc(O)c(CC=C(C)C)c1	i	13%	-12%	4%	-0.2	.	-42%	-0.2%	-12%
CC(=O)Oc1ccc(/C=C(\NC(=O)c2ccco2)C(=O)NCc2ccco2)cc1	i	13%	7%	13%	1.9	?	0%	-0.1%	1%
O=C(COC(=O)c1ccco1)NCCc1ccc(Cl)cc1	?	.	-4%	2%	0.8	2%	2%	-0.6%	-8%
CN1CCN(C(=O)c2ccc3c(c2)N(Cc2ccc(Cl)cc2)C(=O)c2ccccc2S3=O)CC1 (stereo not given)	i	4%	14%	-4%	0.1	9%	5%	2.0%	-1%

EPAC2 ag: hit marks shown above
Structure,EPAC2 ag,IL-2 act,TGFb SMAD3 inh,Nrf2 ARE act
CCN(CC)CCCC(C)n1c2nc(=O)[nH]c(=O)c-2nc2cc(Cl)ccc21 (stereo not given),100µM*,1.3,?,-2.7%

Next part.
SMILES	S2 tox	ATXN2 expr inh	A549 viability	EPAC2 ag	IL-2 act	Nrf2 block	TGFb SMAD3 inh	Nrf2 ARE act	HepG2 tox
Cc1cccc(N2CCN(C(=O)CSCc3ccc(F)cc3)CC2)c1C	.	.	-1%	.	.	.	-29%	0.4%	-33%
CCOC(=O)C1(CCOC)CCN(Cc2nc(-c3cccs3)oc2C)CC1	i	-13%	1%	12%	-3.6	1%	-37%	0.2%	-24%
CCn1cc(C(C)NC(=O)Nc2ccc3c(c2)OCO3)c(C)n1 (stereo not given)	i	-14%	0%	13%	-0.4	-4%	29%	-0.2%	2%
CC(=O)c1ccc(N2CCN(c3ccccc3O)CC2)c([N+](=O)[O-])c1	i	-15%	1%	11%	-2.9	-22%	-11%	5.1%	-17%
COc1cc2c(cc1OC)C(c1cccc(Br)c1)CC(=O)N2 (stereo not given)	?	5%	-6%	8%	1.2	-3%	-8%	4.1%	-9%
COc1ccccc1-c1nc2ccccc2nc1-c1ccccc1OC	i	-4%	-8%	-6%	0.6	1%	-2%	-0.4%	4%
O=C(c1ccc(C#CC2(O)CCCCC2)cc1)N1CCN(Cc2ccccc2)CC1	?	4%	6%	-5%	0.2	.	-6%	0.1%	1%
CC(=O)c1ccc(N2CCN(C(=O)Nc3ccc(C(C)C)cc3)CC2)cc1	i	-22%	?	-3%	2.2	7.3µM*	-8%	2.1%&-0.6%	-30%&-35%
CC(=O)c1cc2c(cc1NC(=O)C1CCC1)OCO2	i	-18%	5%	2%	-1.7	0%	-1%	-0.2%	6%
COc1ccc(NC(=S)NC(=O)c2ccc(Br)o2)cc1	i	.	3%	7%	0.0	?	-23%	8.0%	-4%
COc1cccc(Nc2ncc(C#N)c(N)n2)c1	i	16%	-9%	-1%	2.9	?	10%	6.4%	4%
O=C(CSc1nc2ccccc2s1)NCc1ccc2c(c1)OCO2	i	-2%	11%	29%	-3.7	0%	-5%	1.6%	1%
Cc1ccsc1C=Nc1ccc(O)cc1	i	-23%	0%	10%	-0.2	2%	?	?	-68%
O=C(O)CC/C(=N/NC(=O)CNC(=O)Cc1ccc(Cl)cc1)c1ccccc1	i	-25%	1%	12%	0.9	-7%	-8%	-0.2%	-10%
COc1ccc(C2=NN(C(=O)c3ccccc3)C(c3ccccc3)C2)c(O)c1 (stereo not given)	i	-14%	-3%	0%	-0.6	26%	7%	0.6%	5%
CN(CCC#N)C(=O)c1cc2c(Cl)nc3ccccc3c2s1	i	-19%	-2%	3%	0.8	-8%	3%	1.1%	-20%
O=C(c1ccoc1)N1CCC2(CC1)Oc1ccc(F)cc1C(=O)C21CC(c2ccc(Cl)cc2)=NO1 (stereo not given)	i	-17%	-6%	8%	0.2	-7%	14%	4.4%	5%
Cc1cnc2c(N)cc(C)c(C)c2c1	i	.	.	3%	0.4	.	-22%	3.1%	-1%
C=CCNC(=O)c1sc(-c2ccccc2)nc1C	i	46%[activator]	-8%	6%	-1.6	0%	0%	3.6%	-15%
CCCNc1nc2ccccc2n2c(C)nnc12	i	69%[activator]	6%	9%	0.1	?	2%	6.9%	-15%
Cc1oc2c(c(C)cc3oc(=O)c(CC(=O)N[C@@H](C)C(=O)O)c(C)c32)c1C	i	-2%	1%	1%	-2.6	4%	2%	-0.6%	2%
O=C(Cn1c(CO)nc2ccccc21)NCCc1ccc(F)cc1	i	-1%	2%	5%	0.0	1%	-12%	0.2%	-10%
Cc1cc(NC(=O)CSCc2ccccc2C)no1	i	-5%[11.3 µM]	0%	5%	0.7	0%	8%	-0.2%	3%
Cc1c(NC(=O)c2ccccc2NS(=O)(=O)c2ccc(Br)cc2)c(=O)n(-c2ccccc2)n1C	i	2%	-1%	3%	-2.4	-4%	-5%	-0.9%	-20%
O=c1c2ccccc2cnn1-c1nc2ccccc2[nH]1	i	0.56µM*	-1%	6%	-2.6	?	-22%	-2.9%	2µM*
Cc1cc(NC(=O)C2CCCN2C(=O)Nc2c(C)cccc2C)ccc1-n1cnnn1 (stereo not given)	i	4%	-5%	-83%[inhibitor][15.6 µM]	-0.7	16%	4%	0.3%	1%
CCOc1ccccc1C(=O)N1CC(=O)Nc2ccc(C)cc2C1c1ccccc1 (stereo not given)	i	13%	1%	.	.	0%[9.27 µM]	6%	0.7%	9%
O=C1C[C@@H](c2ccc3ccccc3c2)N1S(=O)(=O)c1ccccc1[N+](=O)[O-]	.	.	-3%	.	.	1%	-9%	.	3%
COc1ccc(NC(=O)CN2C(=O)N(C)Cc3ccccc32)c(C)c1	i	.	4%	3%	-0.5	-1%	9%	-0.3%	-25%
Cc1ccccc1-c1nc(CN2CCC(C(=O)NCCC3=CCCCC3)CC2)c(C)o1	.	.	-20%	5%	-0.8	-2%	9%	0.0%	-16%

Filtered by structure, the entries above with an aryl thioether with sulfur outside any ring.
SMILES	S2 tox	ATXN2 expr inh	A549 viability	EPAC2 ag	IL-2 act	Nrf2 block	TGFb SMAD3 inh	Nrf2 ARE act	HepG2 tox
O=C(CSc1nnc(Cc2ccccc2)o1)Nc1ccccc1	i	-5%	6%	2%	2.5	1%	-2%	0.3%	4%
COc1ccc(OC)c(NC(=O)CSc2nnc(-c3ccco3)o2)c1	i	-10%	0%	-6%	-2.2	-4%	-7%	-0.1%	-3%
O=C(CSc1nc2ccccc2s1)NCc1ccc2c(c1)OCO2	i	-2%	11%	29%	-3.7	0%	-5%	1.6%	1%
